COUP-TFII inh = NR2F2 transcriptional activity inhibitors, primary screen, cell-based, luciferase reporter, HEK293T, luminescence; 370,000 tested, 0.7% active; HEK293T NGFI-A luciferase reporter; COUP transcription factor 2 (Homo sapiens), P24468; inhibition, % at 8.6 µM;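 active = inhibition above a per-plate cutoff, mean inhibition of test wells between control levels plus 3 SD, cut at about 38% in these data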;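 also: cells cotransfected with COUP-TFII expression vector driving the NGFI-A reporter; 0% = median of COUP-TF2 test wells and 100% = reporter-only cells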
Target sequence (P24468 whole entry, looked up): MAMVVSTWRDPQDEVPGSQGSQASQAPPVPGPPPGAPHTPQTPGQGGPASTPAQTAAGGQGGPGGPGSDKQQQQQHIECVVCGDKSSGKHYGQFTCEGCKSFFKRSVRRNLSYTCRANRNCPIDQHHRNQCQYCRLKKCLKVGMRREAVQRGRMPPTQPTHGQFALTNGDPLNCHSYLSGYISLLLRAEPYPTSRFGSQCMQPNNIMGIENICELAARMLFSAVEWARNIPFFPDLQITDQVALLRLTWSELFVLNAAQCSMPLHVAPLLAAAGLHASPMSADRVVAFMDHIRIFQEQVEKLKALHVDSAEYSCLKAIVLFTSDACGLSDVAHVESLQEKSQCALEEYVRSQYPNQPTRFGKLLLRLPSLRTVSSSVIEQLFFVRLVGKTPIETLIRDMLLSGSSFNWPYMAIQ
NCOA1 inh = SRC1 coactivator transcriptional activity inhibitors, primary screen, cell-based, luminescence; AID 588354, 2011; Nuclear receptor coactivator 1 (Homo sapiens), Q15788; inhibition, % at 3.6 µM; HEK293 GAL4-SRC1 luciferase reporter; 360,000 tested, 0.12% active;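 active = inhibition above the campaign mean plus 3 SD, with each screening campaign given its own cutoff, cut at about 60% in these data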;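 also: 0% = DMSO treated cells and 100% = gossypol at 36 µM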
C8 TRAIL sens = viability loss with TRAIL in NB7+C8 cells, primary screen, TRAIL sensitizer project, cell-based, ATPlite luminescence; inhibition (viability loss, TRAIL sensitization), % at 10 µM; 360,000 tested, 1% active;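 active = compounds causing at least 50% loss of cell viability in the single-dose screen, relative to plate controls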
SRC3 inh = SRC3 coactivator transcriptional activity inhibitors, primary screen, cell-based, luminescence. inhibition, % at 3.6 µM. Nuclear receptor coactivator 3 (Homo sapiens), Q9Y6Q9. HEK293 GAL4-SRC3 luciferase reporter. 360,000 tested, 0.17% active;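 active = inhibition above a per-campaign cutoff, the mean of all compounds plus 3 SD, cut at about 60% in these data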;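 also: 0% = DMSO-treated cells and 100% = gossypol-treated cells at 36 µM; higher means less SRC3-driven luciferase light from the GAL4 reporter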
NR5A2 inv ag = LRH-1 (NR5A2) inverse agonists, primary screen, cell-based, luminescence, HEK293T, StAR-luciferase reporter; LRH-1 transfected, 24 h; inhibition, % at 3.6 µM; 360,000 tested, 0.13% active; AID 602396, 2012;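 active = inhibition above the mean inhibition of all tested compounds plus 3 SD, cut at about 73% in these data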;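 also: 0% = DMSO wells and 100% = reporter-only cells lacking LRH-1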
NOD2 RIPK2 PPI = NOD2-RIPK2 binding disruptors in cells, primary screen, fluorescence, CHO cells, BLA complementation. CCF4 ratio. inhibition, % at 4.98 µM. 360,000 tested, 0.38% active. AID 624267, 2012; in the data active = inhibition above about 21%;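 also: 0% = vehicle only and 100% = reference blocker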
Target sequence (O43353 whole entry, looked up): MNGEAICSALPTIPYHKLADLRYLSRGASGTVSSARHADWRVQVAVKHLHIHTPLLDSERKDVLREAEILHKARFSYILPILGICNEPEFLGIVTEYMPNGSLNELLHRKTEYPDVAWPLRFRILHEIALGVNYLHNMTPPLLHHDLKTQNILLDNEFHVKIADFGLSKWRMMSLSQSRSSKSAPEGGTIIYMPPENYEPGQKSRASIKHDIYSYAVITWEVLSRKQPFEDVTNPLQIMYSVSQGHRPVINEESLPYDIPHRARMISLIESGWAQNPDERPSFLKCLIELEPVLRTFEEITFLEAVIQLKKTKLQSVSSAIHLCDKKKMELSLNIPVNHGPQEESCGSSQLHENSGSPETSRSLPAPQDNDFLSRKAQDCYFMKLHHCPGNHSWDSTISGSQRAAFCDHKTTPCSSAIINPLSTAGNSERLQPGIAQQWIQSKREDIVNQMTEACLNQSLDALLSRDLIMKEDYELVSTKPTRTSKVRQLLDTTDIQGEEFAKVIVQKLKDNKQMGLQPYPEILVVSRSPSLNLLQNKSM
TLR9-MyD88 inh = inhibitors of TLR9-MyD88 association in cells, primary screen, cell-based, CHO, BLA complementation, fluorescence; AID 504734, 2011; inhibition, % at 4.98 µM; Toll-like receptor 9 (Homo sapiens) + Myeloid differentiation primary response protein …; 340,000 tested, 0.21% active; CCF4 FRET ratio;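 active = inhibition above the mean over all tested compounds plus 3 SD, cut at about 21% in these data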;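 also: 0% = DMSO only wells and 100% = clavulanate BLA inhibitor control wells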
EBV LMP1 NFkB = EBV LMP1-driven NF-kappaB luciferase reporter inhibitors, primary screen, cell-based, luminescence, single point; inhibition, % at 12.5 µM; 350,000 tested, 0.69% active; LMP1-induced NF-kappaB luciferase reporter cells; in the data active = inhibition above about 41%;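 also: 0% = neutral control wells and 100% = reference inhibitor control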
TROY NFkB inh = inhibitors of TROY-driven NF-kB signaling, primary screen, Q293 LMP1-TROYcd cells, NF-kB luciferase, uHTS. Q293 LMP1-TROYcd NF-kB luciferase reporter, 4 h. inhibition, % at 10 µM. 360,000 tested, 0.98% active. AID 1347056, 2019;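 active = compounds whose plate-normalised and pattern-corrected inhibition of the luciferase reporter signal at the single screening dose is 50% or more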
SRC2 inh = inhibition of GAL4-SRC2 driven luciferase reporter, primary screen, SRC2 inhibitor project, cell-based, luminescence; Nuclear receptor coactivator 2 (Homo sapiens), Q15596; HEK293 GAL4-SRC2 luciferase reporter; inhibition, % at 9 µM; 370,000 tested, 0.17% active;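 active = inhibition above the mean inhibition of all tested compounds plus 3 SD, set per campaign, cut at about 52% in these data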;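 also: 0% = DMSO treated cells and 100% = cells given Gossypol at 36 µM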
Vif imaging = HIV Vif self-association inhibitors, primary screen, imaging, HEK293T, single point; HEK293T cells, Vif self-association by quenched fluorescence, 24 h; 340,000 tested, 0.35% active; inhibition, % at 7.49 µM; in the data active = inhibition above about 50%, passing the limit was not always enough; also: some results filed as inactive read as strong as hits
Numbers without * were called inactive; . = not tested or not shown. The list is partial; the hit share may differ from the screen's.

SMILES	COUP-TFII inh	NCOA1 inh	C8 TRAIL sens	SRC3 inh	NR5A2 inv ag	NOD2 RIPK2 PPI	TLR9-MyD88 inh	EBV LMP1 NFkB	TROY NFkB inh	SRC2 inh	Vif imaging
Cc1ccc(SCC(=O)NC(=O)c2ccc(S(=O)(=O)N(C)C)cc2)cc1C	-16	3	-4	-17	2	3	-3	0	-11	-1	-2
O=C(CCc1nc(-c2ccccc2F)no1)NC1CCN(Cc2ccccc2)CC1	8	-3	-16	-3	-15	-3	-1	11	9	13	-6
O=c1c2ccccc2nnn1CSc1nnc(-c2cccc(S(=O)(=O)N3CCCCC3)c2)o1	13	1	-7	11	-18	5	-2	-5	24	-1	.
O=C(c1cccc(S(=O)(=O)Nc2ccccc2F)c1)N1CCN(c2ccccc2F)CC1	7	-1	-5	13	-6	3	-5	-10	14	5	-6
COc1ccc(NC2CC(=O)N(c3cccc(C)c3)C2=O)cc1 (stereo not drawn)	-6	-5	4	-28	-16	-5	1	-22	-63	-5	1
OC(c1ccccc1)c1nc(-c2cccs2)cs1 (stereo not drawn)	0	-13	9	-36	8	-18	.	.	-68	-19	11
COc1ccc(OC)c(NC(=O)COC(=O)CCC2CCCC2)c1	-17	7	4	3	-18	-9	-2	7	-2	-30	-4
Cc1cc(C)c(C)c(OC(=O)c2sc(Cl)nc2C)c1	-6	9	23	33	-3	-3	-10	17	-29	5	2
OCCC#Cc1ccc(N2C(c3ccsc3)=Cc3ccc(F)cc3C2c2c[nH]c3ccccc23)cc1 (stereo not drawn)	-19	.	5	.	17	-9	.	.	4	-67	.
Cc1ccc(S(=O)(=O)N2CCN(C(=O)CCN3C(=O)c4ccccc4C3=O)CC2)cc1C	16	7	6	16	16	0	-1	10	-8	3	-20
Cc1ccccc1C(=O)N/N=C1\SCC(=O)N1Cc1ccco1	-7	-8	-4	9	7	-1	11	-4	-18	21	1
Cc1cc(C=C2C(=O)c3ccccc3C2=O)c(C)n1C	-14	-64	15	-49	-8	7	2	-2	46	-61	-18
CCCCc1ccc(NC(=S)NN2CCOCC2)cc1	-7	-11	-1	-38	-6	2	7	-2	-23	-34	-4
CC1CCCN(c2ccc(C(=O)NCC3CCCO3)cn2)C1 (stereo not drawn)	-37	-51	4	-39	-53	7	-9	-17	-34	-21	-1
CCN1CCN(C(=O)Cn2nc(C)n3c(cc4c(OC)cccc43)c2=O)CC1	-1	-8	2	-2	5	2	-9	-5	18	-7	13
Cc1c(C#N)c(N)nc2c3c(sc12)NC(=O)CC3c1ccccc1 (stereo not drawn)	-8	-31	14	9	5	1	-9	9	-3	-2	-2
O=C(NNC(=S)Nc1ccccc1)C1CCCCC1	9	3	3	-13	-42	-2	6	-6	-31	-6	-6
Cc1ccc(NC(=O)Nc2ccon2)cc1Cl	-19	-135	19	-13	-24	-6	-3	-2	-49	1	.
CCN1CCN(S(=O)(=O)c2ccc(S(=O)(=O)NC3CC3)cc2)CC1	-2	2	-16	-7	-8	7	-15	4	-26	-12	-10
COc1ccc(N2CCN(C(=O)c3cc4c(s3)-c3ccccc3OC4)CC2)cc1	-6	5	-5	11	0	-2	18	2	5	-13	1

Rewritten with bars between the fields: part of the list above.
canonical_smiles | COUP-TFII inh | NCOA1 inh | C8 TRAIL sens | SRC3 inh | NR5A2 inv ag | NOD2 RIPK2 PPI | TLR9-MyD88 inh | EBV LMP1 NFkB | TROY NFkB inh | SRC2 inh | Vif imaging
Cc1ccccc1C(=O)N/N=C1\SCC(=O)N1Cc1ccco1 | -7 | -8 | -4 | 9 | 7 | -1 | 11 | -4 | -18 | 21 | 1
O=C(c1cccc(S(=O)(=O)Nc2ccccc2F)c1)N1CCN(c2ccccc2F)CC1 | 7 | -1 | -5 | 13 | -6 | 3 | -5 | -10 | 14 | 5 | -6

Random excerpt: five records from the list, in no set order.
SMILES	COUP-TFII inh	NCOA1 inh	C8 TRAIL sens	SRC3 inh	NR5A2 inv ag	NOD2 RIPK2 PPI	TLR9-MyD88 inh	EBV LMP1 NFkB	TROY NFkB inh	SRC2 inh	Vif imaging
Cc1cc(C=C2C(=O)c3ccccc3C2=O)c(C)n1C	-14	-64	15	-49	-8	7	2	-2	46	-61	-18
Cc1ccc(SCC(=O)NC(=O)c2ccc(S(=O)(=O)N(C)C)cc2)cc1C	-16	3	-4	-17	2	3	-3	0	-11	-1	-2
Cc1cc(C)c(C)c(OC(=O)c2sc(Cl)nc2C)c1	-6	9	23	33	-3	-3	-10	17	-29	5	2
CCN1CCN(C(=O)Cn2nc(C)n3c(cc4c(OC)cccc43)c2=O)CC1	-1	-8	2	-2	5	2	-9	-5	18	-7	13
OC(c1ccccc1)c1nc(-c2cccs2)cs1 (stereo not drawn)	0	-13	9	-36	8	-18	.	.	-68	-19	11

The main list resumes, repeating the 3 entries before the break.
SMILES	COUP-TFII inh	NCOA1 inh	C8 TRAIL sens	SRC3 inh	NR5A2 inv ag	NOD2 RIPK2 PPI	TLR9-MyD88 inh	EBV LMP1 NFkB	TROY NFkB inh	SRC2 inh	Vif imaging
Cc1ccc(NC(=O)Nc2ccon2)cc1Cl	-19	-135	19	-13	-24	-6	-3	-2	-49	1	.
CCN1CCN(S(=O)(=O)c2ccc(S(=O)(=O)NC3CC3)cc2)CC1	-2	2	-16	-7	-8	7	-15	4	-26	-12	-10
COc1ccc(N2CCN(C(=O)c3cc4c(s3)-c3ccccc3OC4)CC2)cc1	-6	5	-5	11	0	-2	18	2	5	-13	1
CCOc1ccccc1C(=O)NCC(=O)N1CCN(Cc2ccc3c(c2)OCO3)CC1	.	-20	7	-56	32	-5	7	12	25	.	9
Cn1nc(C(=O)NNC(=O)Cc2ccc(S(=O)(=O)N3CCOCC3)s2)c2ccccc2c1=O	7	-10	5	19	5	-2	-3	-7	1	-3	7
CCOC(=O)c1c[nH]c2c(C)ccc(Cl)c2c1=O	-6	-4	0	5	4	2	-6	-8	10	-5	2
CCOC(=O)c1c(C)[nH]c(C(=O)COC(=O)C2=NNC(=O)CC2)c1C	-1	6	3	-2	8	-5	-9	4	-35	-10	-18
CCc1c(C(=O)NNC(=S)NCCc2ccccc2)csc1C	-6	-34	10	3	-37	3	2	0	-41	7	-5
O=S(=O)(Nc1c(F)cccc1F)c1ccc(Cl)nc1	1	2	-7	5	-4	-7	-1	6	86*	-15	-1
COc1ccc(-c2nnn(CC(=O)c3c[nH]c4ccccc34)n2)cc1OC	4	-15	0	9	17	1	-11	-1	-1	-6	-3
Nc1nc(N)c(-c2cccc(C(F)(F)F)c2)c(Cc2cccc(C(F)(F)F)c2)n1	20	-5	78*	-1	17	-2	0	7	10	14	-25
Cc1ccc(-n2c3c(cc(C(=O)NCC(=O)c4ccccc4)c2=O)C(=O)CCC3)cc1	-5	2	-12	-11	-8	-6	-3	2	15	-16	1
CC1CCCCN1C(=O)COC(=O)c1ccc2ccccc2n1 (stereo not drawn)	3	1	-10	-41	1	-9	7	-4	-16	-8	1
CN1CCN(C(CNC(=O)C(=O)Nc2ccc3c(c2)OCCO3)c2ccc(F)cc2)CC1 (stereo not drawn)	1	-1	-4	-7	0	6	-8	1	-22	11	-2
CN1CCN(C(=O)CCc2nc(-c3ccc(Cl)cc3)no2)CC1	-19	-4	-5	2	-1	7	10	-11	-19	-19	7
O=C(O)CCCCCNC(=O)Nc1ccc2c(c1)OCCO2	-3	-21	-3	-14	-5	4	8	7	-23	-14	6
COC(=O)c1c(NC(=O)c2ccccc2)sc(C(=O)c2ccccc2)c1C	-20	-7	7	-2	-2	2	-6	17	33	9	3
O=C(CSc1nnc(Cc2ccccc2)o1)NCc1ccc2c(c1)OCO2	6	-17	-2	3	2	0	-5	-9	-8	-6	6
COCCOc1nc2ccccc2nc1C	-5	-2	-10	14	9	8	-4	-20	-2	11	.
O=C(CSc1nnc(CNC(=O)c2c(F)cccc2Cl)o1)Nc1ccccc1	6	6	-5	0	15	-3	-11	-2	7	5	2
O=C(NCCS(=O)(=O)N1CCN(c2ccc(F)cc2)CC1)c1ccc2c(c1)OCO2	-1	7	-3	1	3	6	2	1	11	-4	31
COC(=O)C(NC(C)=O)(Nc1sc2c(c1C(N)=O)CCCC2)C(F)(F)F (stereo not drawn)	7	4	7	6	10	9	1	-2	-42	15	2
CCOc1ccc(S(=O)(=O)NCc2ccccn2)cc1NC(=O)c1ccccc1	-25	13	20	13	18	5	4	8	16	-3	54*
O=C(N/N=C/c1ccc(Br)cc1)c1ccccc1-n1cccc1	.	-12	17	1	11	-6	-11	5	-13	.	-3
CC(C)c1ccc(OCc2ccc(C(=O)N(C)C)o2)cc1	-42	-61	7	-68	-174	-6	-11	-26	-35	-56	-10
Cc1nonc1NC(=O)CSc1nc2ccccc2[nH]1	13	13	-3	9	11	-10	2	-1	5	-15	-2
CCCCn1c(N)c(N(CC(C)C)C(=O)c2ccc(S(=O)(=O)N3CCC(C)CC3)cc2)c(=O)[nH]c1=O	12	-5	-2	-51	-5	-17	8	2	-17	13	-10
CCN(CC)C(=O)c1ccccc1NC(=O)c1ccccc1SC	-8	-24	5	11	-5	-1	3	14	-11	13	7
O=C(CC[C@H]1O[C@@H](n2ccc(=O)[nH]c2=O)[C@H](O)[C@@H]1O)NCc1ccc2c(c1)OCO2	-13	-3	-1	-29	6	-4	.	.	6	0	4

Screens deposited in PubChem BioAssay by several laboratories.
